Menin-MLL TR inh = displaces Texas Red mutant MLL peptide from human menin; O00255; Menin + Texas Red MLL mutant peptide, fluorescence polarization; Potency, µM (series often up to 61.6 µM), without a hit: at the highest dose FP activity change, negative = inhibition, actives largely listed as inhibitors; hit rate 0.23% among 270,000; AID 1768; active = well fitted inhibition curve with a large enough effect in the polarisation, with a control signal flat, not every such curve was filed as active; inconclusive = small, poorly fitted or top-dose-only effect, or effect the other way, or a change in a side signal; inactive = no such curve, though single readings can be large or run the other way; the % refers to the polarisation; also: % of control where 0% means no effect; many of its hits are not listed in these tables
Target sequence (O00255 whole entry, looked up): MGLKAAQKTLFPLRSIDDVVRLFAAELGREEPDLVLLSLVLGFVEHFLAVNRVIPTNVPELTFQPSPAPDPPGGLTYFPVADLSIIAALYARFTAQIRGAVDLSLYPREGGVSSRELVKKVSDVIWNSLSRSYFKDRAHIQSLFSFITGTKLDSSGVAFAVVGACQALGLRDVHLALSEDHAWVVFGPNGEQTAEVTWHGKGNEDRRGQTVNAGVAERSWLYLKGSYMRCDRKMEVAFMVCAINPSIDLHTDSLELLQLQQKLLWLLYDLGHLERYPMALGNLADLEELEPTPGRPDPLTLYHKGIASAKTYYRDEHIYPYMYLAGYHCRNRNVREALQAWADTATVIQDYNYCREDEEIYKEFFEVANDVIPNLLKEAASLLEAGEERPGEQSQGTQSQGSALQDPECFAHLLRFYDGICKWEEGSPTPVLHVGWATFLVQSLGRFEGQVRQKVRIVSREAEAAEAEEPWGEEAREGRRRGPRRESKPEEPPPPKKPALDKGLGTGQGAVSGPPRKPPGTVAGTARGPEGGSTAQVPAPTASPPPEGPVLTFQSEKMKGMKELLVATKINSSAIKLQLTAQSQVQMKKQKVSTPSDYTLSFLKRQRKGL
Gal4-VP16 FLuc = Gal4-VP16 reporter inhibition counter-screen. Drosophila S2 Gal4-VP16 UAS-luciferase, luminescence, 20 h. Potency, µM (top dose mostly 53.6 µM), inactives show top-dose activity, negative = inhibition, usual class: inhibitors. hit rate 3.5% among 310,000. AID 2546;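 also: Gal4-VP16 expression switched on by copper sulfate through the metallothionein promoter; % is scaled to controls: 0 for no effect and ±100 for the full control effect; nearly all actives have a fitted effect of over 50% in size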
RORg inh = inhibitors of mouse ROR gamma transcriptional activity; P51450; Drosophila S2 Gal4-RORgamma UAS-luciferase reporter, 20 h; Potency, µM (series often up to 53.6 µM), for inactives: top-dose activity change, negative = inhibition, usual class: inhibitors; hit rate 5.4% among 310,000; AID 2551; also: % is scaled to controls: 0 for no effect and ±100 for the full control effect; nearly all actives have a fitted effect of over 60% in size
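Luciferase reporter read in Schneider cells carrying Gal4-RORγ (mouse) and UAS-Photinus luciferase; cells given compound 1 h before 700 uM copper sulfate induction, then incubated 20 h at ambient temperature.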
* hit, by the source's call; ? = inconclusive; & = joins results of further samples; [ ] = another dose, or the depositor's remark. Unless noted, calls follow the shape of the dose curve; as a rule, active = well fitted curve in the direction sought with a large enough effect; inconclusive = small, poorly fitted or top-dose-only effect, or another doubt; inactive = no such curve, though single readings can be large; an effect the other way counts as inactive or inconclusive. Potency is read from the fitted curve at half-maximal effect. The list is partial; count on the stated rates, not on these rows.

SMILES	Menin-MLL TR inh	Gal4-VP16 FLuc	RORg inh
CC(C)N(Cc1ccccc1)C(C)C (tested in a mixture with another compound)	3%	5%	13%
Cc1noc(C)c1-c1ccc2ncnc(NCc3cccs3)c2c1	4%	-8%	-19%
CS(=O)(=O)N1CCC2(CC1)CN(C(=O)Nc1ccccc1)C2	-2%	0%	2%
COc1cc(C(CC(=O)N2CCOCC2)c2c(OC)cc(OC)c3c(-c4ccccc4)cc(=O)oc23)cc(OC)c1OC (configuration not stated)	-6%	1%	-11%
Cc1cccc(CNc2ccnc(-c3ccoc3)n2)c1	?	0%	38%
CC(=O)N1CCC2(CCN(Cc3ccccc3)CC2)CC1	-1%	-1%	-9%
COc1ccc2c(c1-c1c3c(cc(Br)c1OC)CCCC3)CCCC2	1%	-3%	-4%
NCCC[C@@H](CC(=O)N[C@@H]1CCCC[C@H]1C(=O)N[C@H](CC(=O)N[C@@H](CCC(=O)O)CC(=O)O)Cc1c[nH]c2ccccc12)NC(=O)C[C@H](CO)NC(=O)[C@@H]1CNCC[C@H]1N	9%	1%	-23%
Fc1ccc(Nc2ccnc(-c3ccc4c(c3)OCO4)n2)cc1	?	-8%	30%
Clc1cc(Cl)cc(C2=N[C@@H](Cc3ccccc3)CO2)c1	15%[94.6 µM]	3%	-29%
O=C(Nc1ccc(C(=O)Nc2ccc(C(=O)Nc3ccc(S(=O)(=O)O)c4cc(S(=O)(=O)O)cc(S(=O)(=O)O)c34)cc2)cc1)Nc1ccc(C(=O)Nc2ccc(C(=O)Nc3ccc(S(=O)(=O)O)c4cc(S(=O)(=O)O)cc(S(=O)(=O)O)c34)cc2)cc1	90%[activator]	-1%	13%
NC[C@](O)(CS(=O)(=O)O)c1ccc(Cl)cc1	-10%[24.8 µM]	4%	7%
FC(F)(F)c1ccccc1-c1nc(N2CCNCC2)c2ccccc2n1	-15%	9%	-7%
N#CCCn1c(=O)c(-c2cccs2)nc2cnc(Oc3cccc(Cl)c3)nc21	15%	-3%	-1%
COc1ccc2[nH]cc(CCNc3cc(-c4ccccc4C(F)(F)F)ncn3)c2c1	28%	3%	3%
Nc1ccc2oc(=O)ccc2c1I	5%	-9%	7%
CC(C)=CCn1cnc2c1c(=O)n(C)c(=O)n2C	-12%	3%	-6%
CCN1C(=O)[C@H]2[C@H]3[C@H](O)[C@H](O)C/C(=N/OCC(C)C)[C@H]3CC[C@@H]2C1=O	5%[11.7 µM]	2%[10 µM]	-20%[10 µM]
COc1ccc(C2=Nn3c(nnc3-c3cccc(OC)c3)SC2)cc1	2%	2%	85%
COc1cccc(-c2cncnc2NCCc2cnc[nH]2)c1	-2%	2%	-32%
COc1ccc(-c2nc3cnc(N4CCOCC4)nc3n(C)c2=O)cc1	6%	-4%	20%
O=C(N/N=C1/C[C@@H](O)[C@@H](O)[C@@H]2[C@@H]3C(=O)N(C4CCCCC4)C(=O)[C@H]3CC[C@@H]12)OCc1ccccc1	2%[11.7 µM]	4%[10 µM]	33%[10 µM]
C[C@H](NCc1ccccc1)c1ccccc1	-6%	3%	2%
Cc1ccc2c(c1)CC[C@H]1CC(=O)CC[C@@]21C	-4%	8%	17%
COCCNc1ncnc2ccc(-c3ccccc3CN(C)C)cc12	-18%	4%	-16%

Molecules shown so far that have fluorine:
SMILES	Menin-MLL TR inh	Gal4-VP16 FLuc	RORg inh
Fc1ccc(Nc2ccnc(-c3ccc4c(c3)OCO4)n2)cc1	?	-8%	30%
FC(F)(F)c1ccccc1-c1nc(N2CCNCC2)c2ccccc2n1	-15%	9%	-7%
COc1ccc2[nH]cc(CCNc3cc(-c4ccccc4C(F)(F)F)ncn3)c2c1	28%	3%	3%

Next part.
SMILES	Menin-MLL TR inh	Gal4-VP16 FLuc	RORg inh
CC(=O)OC1CC2C(C)(C)C(=O)C3OC3[C@]2(C)C2CC[C@@]3(C)C(c4ccoc4)OC(=O)C4OC43[C@]12C (some centres not stated)	0%	?	30%
Cc1nc2cnc(N3CCOCC3)nc2n(C)c1=O	-3%	9%	-10%
COCCn1c(=O)c(C)nc2cnc(N(C)C)nc21	-1%	-11%	-7%
O=C(c1ccncc1)N1CCC2(CC1)CN(C(c1ccccc1)c1ccccc1)C2	-3%	-3%	9%
COc1cccc([C@@H]2Oc3ccc(Br)cc3C[C@H]2O)c1	16%	-5%	26%
O=c1c(-c2ccccc2)nc2cnc(Oc3ccccc3)nc2n1C1CC1	0%	3%	?
O=c1cc(-c2ccc(F)cc2F)[nH]c2ccc(F)cc12	-9%[94.6 µM]	-7%[96.6 µM]	38%[96.6 µM]
N#Cc1ccc(CN2CC[C@@]3(CCCN(C(=O)c4ccco4)C3)C2)cc1	-2%	0%	14%
CN1CCN(c2ncc3nc(-c4ccccc4)c(=O)n(CCC#N)c3n2)CC1	-1%	7%	-22%
O=C(c1ccco1)N1CCC2(CCN(Cc3nccs3)CC2)CC1	5%	1%	7%
COc1ccc(-c2c(C3C4C=CCCC4(C)C(=O)N3Cc3ccccc3)ccc3ccccc23)cc1 (configuration not stated)	-4%	-17%	-24%
C#CC(C)OC(=O)c1nnc2c3ccccc3n(COC)c2n1 (configuration not stated)	-3%[11.7 µM]	-7%[10 µM]	-10%[10 µM]
C=CCC1(O)C=CCC2C3C4C(OC(C)(C)C)C2C1C34 (configuration not stated)	0%[11.7 µM]	6%[10 µM]	-3%[10 µM]
CN(CCc1ccc(Cl)c(Cl)c1)C[C@@H](O)COc1ccc(NS(C)(=O)=O)cc1	-19%[24.8 µM]	2%	-13%
Cc1ccc(S(=O)(=O)N[C@H]2COC(=O)[C@@H](C)COC(=O)[C@H](C)NC(=O)C/C=C\[C@H]2C)cc1	-6%[11.7 µM]	6%[10 µM]	0%[10 µM]
CN1CC[C@@]2(CCCN(C(=O)c3cccn3C)C2)C1	11%	-4%	2%
CC(=O)OCC(=O)[C@@]1(O)CCC2C3CC(C)C4=CC(=O)C=CC4(C)C3C(O)CC21C (some centres not stated)	-11%	6%	-20%
CCCCCCCCCCCC(=O)OCC(O)CO (configuration not stated)	-3%	-1%	8%[10 µM]
C[N+](C)(C)CC[N+]1(C)Cc2c(Cl)c(Cl)c(Cl)c(Cl)c2C1	-10%	-9%&-2%	-2%&0%
OC1OC[C@@H](O)[C@H](O)[C@@H]1O (some centres not stated)	3%	0%	1%[10 µM]
O=S1(=O)OC(c2ccc(O)cc2)(c2ccc(O)cc2)c2ccccc21	2%	-21%	-6%[10 µM]
O=C(Nc1cccc(F)c1)N1CC[C@@]2(CCCN(C(=O)c3ccncc3)C2)C1	19%	0%	0%
C[C@@]12CCC3c4ccc(OC5C=CC(c6ccccc6)OC5CO)cc4CCC3C1CCC2=O (some centres not stated)	-13%[11.7 µM]	-8%[10 µM]	-2%[10 µM]
CCCCC/C=C\C/C=C\C/C=C\CCCCCCC(N)=O	0%	7%	3%
CC[C@H](C)[C@H](NC(=O)[C@H](C)NC(=O)[C@H](CC(=O)O)NC(=O)[C@H](CO)NC(=O)[C@@H](N)Cc1cnc[nH]1)C(=O)N[C@@H](Cc1ccccc1)C(=O)N[C@H](C(=O)N[C@@H](CCC(N)=O)C(=O)N[C@@H](CCC(N)=O)C(=O)N[C@@H](Cc1ccc(O)cc1)C(=O)N[C@@H](CO)C(=O)N[C@@H](CCCCN)C(=O)N[C@@H](CC(C)C)C(=O)N[C@@H](CC(C)C)C(=O)N[C@@H](C)C(=O)N[C@@H](CCCCN)C(=O)N[C@@H](CC(C)C)C(=O)N[C@@H](C)C(=O)N[C@@H](CC(C)C)C(=O)N[C@@H](CCC(N)=O)C(=O)N[C@@H](CCCCN)C(=O)N[C@@H](Cc1ccc(O)cc1)C(=O)N[C@@H](CC(C)C)C(=O)N[C@@H](C)C(=O)N[C@@H](CO)C(=O)N[C@H](C(=O)N[C@@H](CC(C)C)C(=O)NCC(=O)N[C@@H](CO)C(=O)N[C@@H](CCCNC(=N)N)C(=O)N[C@H](C(=O)N[C@@H](CO)C(=O)N1CCC[C@H]1C(=O)N1CCC[C@H]1C(=O)N1CCC[C@H]1C(N)=O)[C@@H](C)O)[C@@H](C)CC)[C@@H](C)O	13%	-3%	-3%

One compound at a time, from the list above. Order of screens: Menin-MLL TR inh, Gal4-VP16 FLuc, RORg inh
C#CC(C)OC(=O)c1nnc2c3ccccc3n(COC)c2n1 (configuration not stated) is entered as -3%[11.7 µM], -7%[10 µM], -10%[10 µM]
CCCCCCCCCCCC(=O)OCC(O)CO (configuration not stated) is entered as -3%, -1%, 8%[10 µM]
CC(=O)OC1CC2C(C)(C)C(=O)C3OC3[C@]2(C)C2CC[C@@]3(C)C(c4ccoc4)OC(=O)C4OC43[C@]12C (some centres not stated) is entered as 0%, ?, 30%

No new results follow: entries from further up.
SMILES	Menin-MLL TR inh	Gal4-VP16 FLuc	RORg inh
CN1CCN(c2ncc3nc(-c4ccccc4)c(=O)n(CCC#N)c3n2)CC1	-1%	7%	-22%
O=C(c1ccco1)N1CCC2(CCN(Cc3nccs3)CC2)CC1	5%	1%	7%

Next section
SMILES	Menin-MLL TR inh	Gal4-VP16 FLuc	RORg inh
CO[C@@]1(NC(=O)CSCC#N)C(=O)N2C(C(=O)O)=C(CSc3nnnn3C)CSC21 (some centres not stated)	-3%	-4%	-14%
COc1cccc(Nc2ncc3nc(-c4cccs4)c(=O)n(CCC#N)c3n2)c1	?	?	-1%
COc1ccc2c(c1OC)C(Cc1ccccc1)N1CCc3cc4c(cc3C1C2)OCO4 (configuration not stated)	-11%[24.8 µM]	?	-23%
COc1ccc(C(=O)OC2CC3CC[C@H](C2)N3C(C)=O)cc1OC (some centres not stated)	2%	3%	0%
Cc1ccccc1[C@@H](OCCN(C)C)c1ccccc1	-10%[24.8 µM]	-1%[17 µM]	-16%[16.9 µM]
COC(=O)C1(C(=O)OC)C/C=C\C/C=C\c2ccccc2C1C[N+](=O)[O-] (configuration not stated)	-13%	1%	-12%
CCCCCCCC[C@@H](O)/C=C/C=C/C=C\[C@@H](O)CCCC(=O)O	9%	5%	2%
Cn1cc(-c2nc3cnc(Oc4ccccc4)nc3n(CCC#N)c2=O)c2ccccc21	-15%	0%	-6%
COc1ccccc1-c1nc(N(C)Cc2ccco2)c2ccccc2n1	-22%	-24%	?
CN1CCN(c2ncncc2-c2cccnc2)CC1	-5%	4%	-4%
NCC1O[C@@H](OC2C(N)C[C@H](N)[C@@H](O[C@H]3OC(CO)C(O)C(N)C3O)C2O)C(N)C(O)C1O (some centres not stated)	-2%	-1%	-5%
O=c1c(-c2cccs2)nc2cnc(Oc3ccccc3)nc2n1Cc1cccs1	-11%	4%	20%
Cn1c(=O)c(-c2ccc(Cl)cc2)nc2cncnc21	22%	-13%	-12%
COCCn1c(=O)c(-c2cccc(C#N)c2)nc2cnc(OC)nc21	3%	-6%	-18%
CO[C@]1(NC(=O)C2SC(=C(C(N)=O)C(=O)O)S2)C(=O)N2C(C(=O)O)=C(CSc3nnnn3C)CS[C@H]21 (some centres not stated)	12%[24.8 µM]	0%[17 µM]	11%[2.98 µM]

Filtered by structure, the compounds so far containing two or more sulfur atoms.
SMILES	Menin-MLL TR inh	Gal4-VP16 FLuc	RORg inh
O=C(Nc1ccc(C(=O)Nc2ccc(C(=O)Nc3ccc(S(=O)(=O)O)c4cc(S(=O)(=O)O)cc(S(=O)(=O)O)c34)cc2)cc1)Nc1ccc(C(=O)Nc2ccc(C(=O)Nc3ccc(S(=O)(=O)O)c4cc(S(=O)(=O)O)cc(S(=O)(=O)O)c34)cc2)cc1	90%[activator]	-1%	13%
CO[C@@]1(NC(=O)CSCC#N)C(=O)N2C(C(=O)O)=C(CSc3nnnn3C)CSC21 (some centres not stated)	-3%	-4%	-14%
O=c1c(-c2cccs2)nc2cnc(Oc3ccccc3)nc2n1Cc1cccs1	-11%	4%	20%
CO[C@]1(NC(=O)C2SC(=C(C(N)=O)C(=O)O)S2)C(=O)N2C(C(=O)O)=C(CSc3nnnn3C)CS[C@H]21 (some centres not stated)	12%[24.8 µM]	0%[17 µM]	11%[2.98 µM]
